FBW7 act = activators of human E3 ligase FBW7; Q969H0; AlphaScreen FBW7–phospho-cyclin E peptide binding, activator screen; normalized activity (activation), % at 26.1 µM; 650,000 tested, 0.13% active; AID 1259310; in the data active = normalized activity above about 1.9%;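 note: purified mutant Fbw7 with reduced substrate affinity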
Target sequence (Q969H0 whole entry, looked up): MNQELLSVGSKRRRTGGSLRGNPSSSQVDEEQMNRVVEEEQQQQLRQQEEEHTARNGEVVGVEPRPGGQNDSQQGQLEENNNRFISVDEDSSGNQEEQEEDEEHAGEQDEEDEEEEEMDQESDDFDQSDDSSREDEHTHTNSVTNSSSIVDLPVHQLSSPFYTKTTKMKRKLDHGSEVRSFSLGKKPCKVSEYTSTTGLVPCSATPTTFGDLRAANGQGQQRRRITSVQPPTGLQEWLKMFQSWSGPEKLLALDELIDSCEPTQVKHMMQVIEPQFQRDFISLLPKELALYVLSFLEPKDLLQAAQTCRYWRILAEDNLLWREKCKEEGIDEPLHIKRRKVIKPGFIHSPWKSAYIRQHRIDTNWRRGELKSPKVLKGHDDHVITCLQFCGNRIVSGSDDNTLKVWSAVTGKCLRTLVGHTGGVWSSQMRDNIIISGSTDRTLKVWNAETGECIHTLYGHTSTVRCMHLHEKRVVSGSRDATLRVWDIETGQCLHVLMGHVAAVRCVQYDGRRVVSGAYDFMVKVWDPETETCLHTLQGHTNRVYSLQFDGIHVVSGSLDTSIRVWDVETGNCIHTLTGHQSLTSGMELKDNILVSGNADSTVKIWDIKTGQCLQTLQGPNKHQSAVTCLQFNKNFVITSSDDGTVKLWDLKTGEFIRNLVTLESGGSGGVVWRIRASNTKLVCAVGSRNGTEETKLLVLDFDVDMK
TEAD-YAP inh = TEAD-YAP interaction inhibition; HEK-TIYL cells, TEAD-Gal4/YAP UAS-luciferase luminescence; inhibition, % at 9.12 µM; 640,000 tested, 1.4% active; AID 1259422; in the data active = inhibition above about 32%;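 note: 0% = median of test compound wells and 100% = reference inhibitor wells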
GPR151 activ = human GPR151 activation; activation, % at 11.2 µM; Q8TDV0; 650,000 tested, 1% active; PathHunter beta-arrestin GPR151 cells, luminescence; AID 1508602; in the data active = activation above about 4.9%;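 note: 0% = median of compound wells and 100% = cells with positive control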
Target sequence (Q8TDV0 whole entry, looked up): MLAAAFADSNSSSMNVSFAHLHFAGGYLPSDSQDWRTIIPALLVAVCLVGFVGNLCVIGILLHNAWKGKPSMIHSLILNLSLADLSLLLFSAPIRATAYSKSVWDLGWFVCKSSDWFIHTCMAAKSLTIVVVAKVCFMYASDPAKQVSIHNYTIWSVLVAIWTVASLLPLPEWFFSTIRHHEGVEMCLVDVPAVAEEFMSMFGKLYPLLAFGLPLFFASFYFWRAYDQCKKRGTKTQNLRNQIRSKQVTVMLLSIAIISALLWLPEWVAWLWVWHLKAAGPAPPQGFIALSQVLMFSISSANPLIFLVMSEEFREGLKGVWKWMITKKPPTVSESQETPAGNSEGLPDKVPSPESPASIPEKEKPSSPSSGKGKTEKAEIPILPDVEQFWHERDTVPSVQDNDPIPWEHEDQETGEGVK
MITF inh = human MITF inhibition, primary screen; O75030; AlphaScreen MITF homodimerization, bead proximity signal; inhibition, % at 2.6 µM; 650,000 tested, 0.91% active; AID 1259374; in the data active = inhibition above about 50%;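 note: 0% = vehicle wells with protein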
Starred values were filed as active, the others as inactive; . = no result given; & = joins results of further samples.

Letter code: A = FBW7 act; B = TEAD-YAP inh; C = GPR151 activ; D = MITF inh
> C1=CCC(c2nc3ccccc3n2CN2CCOCC2)CC1 (stereo not drawn)
  A = 0.2; B = -30; C = 0.5; D = 16
> O=C(NC1CCN(Cc2ccccc2)CC1)c1cnc(Nc2ccccc2)s1
  A = 0.2; B = 3; C = 0.7; D = 1
> CC(C)CN1C(=O)C(=O)/C(=C(/O)c2ccccc2)C1c1cccnc1 (stereo not drawn)
  A = 0.1; B = 10; C = 0.8; D = 9
> CN1CCC(C(=O)NCCCOc2cccc(CN(C)C3CCCCC3)c2)CC1
  A = 0.1; B = -11; C = -0.6; D = 13
> COc1cccc(NC(=O)C2C3C=CC4(O3)C2C(=O)N(Cc2ccc3c(c2)OCO3)C4C(=O)NC2CCCCC2)c1 (stereo not drawn)
  A = 0.2; B = 5; C = 0.2; D = 1
> Cc1cc2c(s1)c1cnn(CC#N)c(=O)c1n2Cc1ccc(F)cc1
  A = -0.1; B = -4; C = -0.3; D = -1
> OCCC1CN(Cc2cccn2-c2ncccn2)CCN1Cc1cccs1 (stereo not drawn)
  A = 0.4; B = -9; C = 0.1; D = -15
> COC(=O)c1ccc(NC(=O)C2CC(=O)N(C)C(=Nc3ccccc3OC)S2)cc1 (stereo not drawn)
  A = 0.1; B = -3; C = 0.9; D = 10
> CC1=C(c2ccc(C)cc2)S(=O)(=O)N=C1N1CCCCCC1
  A = 0.0; B = -32; C = 1.2; D = -7
> Cc1cccc(OCC(=O)Nc2sc3c(c2C(=O)OC(C)C)CCCC3)c1C
  A = -0.2; B = -3; C = 0.9; D = -15
> COc1ccccc1-c1c(C(F)(F)F)oc2c(CN3CCOCC3)c(O)ccc2c1=O
  A = 0.5; B = -11; C = 0.9; D = -3
> COc1ccc(CCNC(=O)N2CCN(Cc3nc4ccccc4[nH]3)CC2)cc1
  A = -0.9; B = 8; C = -0.7; D = 9
> CN(CCC#N)S(=O)(=O)c1ccc2[nH]cc(C(=O)NCc3ccco3)c(=O)c2c1
  A = 0.0; B = -1; C = -1.0; D = 4
> Cc1cnc(SCCN2CCOCC2)nc1C1CCCN(C(=O)c2cccnc2)C1 (stereo not drawn)
  A = 0.1; B = -6; C = 1.1; D = -17
> O=C(COC(=O)c1ccncc1)c1ccc(OC(=O)c2ccccc2)cc1
  A = 0.6; B = -8; C = -1.5; D = 40
> Cn1c(=O)c2c(nc(Sc3ncnn3Cc3ccccc3)n2C)n(C)c1=O
  A = 0.0; B = 10; C = -0.8; D = 2
> COCc1cc(C)nc2sc(C(=O)c3ccccc3)c(NC(=O)c3ccccc3)c12
  A = -0.1; B = -4; C = -0.5; D = 4
> COc1ccc(NC(=O)CN2CCN(S(=O)(=O)c3ccc(Cl)cc3)CC2)cc1OC
  A = -0.1; B = 14; C = 1.1; D = -3
> CCOC(=O)C(/C=N/NC(=O)c1ccccc1Cl)=C(\C)O
  A = 0.1&0.3; B = 3&-5; C = 0.1&-0.3; D = 9&10
> C[n+]1ccn(CC(=O)c2ccc([N+](=O)[O-])cc2)c1
  A = 0.8; B = -8; C = 0.8; D = 7
> Cc1ccc(OCC(=O)N(Cc2nc(-c3ccccc3)no2)C(C)C)cc1
  A = -0.1; B = 2; C = 1.0; D = 6
> C=CCn1c(SCC(=O)Nc2ccc(Br)cc2)nnc1-c1cccs1
  A = -0.2; B = 0; C = 2.1; D = -9
> NC(=O)COc1ccc(-c2noc(COc3ccccc3)n2)cc1
  A = -0.1; B = -61; C = 1.8; D = -3
> COC(=O)COc1ccc(S(=O)(=O)N2CCCCC2)cc1[N+](=O)[O-]
  A = 0.0; B = 1; C = 0.7; D = 19
> COc1ccc(NC(=O)C(=O)N/N=C/c2ccc([N+](=O)[O-])cc2)cc1
  A = 0.0; B = -8; C = 2.2; D = -9
> CCCCC(=O)N1c2ccccc2NC2=C(C(=O)CCC2)C1c1ccc(C)cc1 (stereo not drawn)
  A = 0.4; B = -3; C = 1.6; D = 6
> Brc1ccc(Oc2nc(N3CCOCC3)nc(N3CCOCC3)n2)cc1
  A = 0.6; B = 16; C = -0.6; D = -4
> Cc1cc(/C=C2/NC(=O)NC2=O)c(C)n1-c1ccc(Cl)cc1
  A = -0.1; B = 4; C = -0.7; D = 9
> CCN(CC)CCn1c(=S)[nH]c2cc(C(=O)NCc3ccccn3)ccc2c1=O
  A = 0.2; B = -19; C = -1.2; D = -3
> COc1cc(CNCc2ccccc2)c(Cl)cc1OCCO
  A = -0.1; B = 5; C = 0.1; D = 8
> COc1ccc(NC(=O)CC2C(=O)N(C)C(=S)N2Cc2ccc(OC)c(OC)c2)cc1 (stereo not drawn)
  A = -0.1; B = 12; C = 0.5; D = -6
> CN(C)Cc1c(C(=O)N/N=C/c2cccc(C(F)(F)F)c2)nnn1-c1nonc1N
  A = 0.0; B = -1; C = 0.5; D = 5
> O=C(NC1CCCCCC1)c1cnn2c(C(F)(F)F)cc(-c3ccccc3)nc12
  A = 0.1; B = -34; C = 0.2; D = 9
> CCN=c1scc(-c2cc(OC)ccc2OC)n1/N=C/c1ccsc1
  A = -0.2; B = 5; C = 1.3; D = 8
> CC(=O)c1cccc(NC(=O)N2CCC3(CC2)OCCO3)c1
  A = 0.0; B = 0; C = 0.0; D = -2
> Cc1ccc(CN2CCN(C3CCN(C(C)C)CC3)C(CCO)C2)cc1C (stereo not drawn)
  A = 0.0; B = -1; C = 2.5; D = 3
> COc1ccc(Nc2oc(-c3ccc(F)cc3)nc2C#N)cc1
  A = 0.1; B = -58; C = 1.3; D = -14
> O=C1CC(N2CCN(C3CCCCC3)CC2)C(=O)N1c1ccc(Cl)cc1 (stereo not drawn)
  A = 0.1; B = -7; C = 6.8*; D = -15
> COC(=O)c1ccccc1N=Nc1c(C)n[nH]c1C
  A = -0.1; B = 1; C = -0.7; D = -5
> CC(C)(C)c1ccccc1NC(=O)CSc1nnc(-c2ccco2)n1N
  A = 0.0; B = 0; C = -0.4; D = -7

Another view of 14 compounds above.
| smiles | FBW7 act | TEAD-YAP inh | GPR151 activ | MITF inh |
| --- | --- | --- | --- | --- |
| COc1ccc(NC(=O)C(=O)N/N=C/c2ccc([N+](=O)[O-])cc2)cc1 | 0.0 | -8 | 2.2 | -9 |
| CCCCC(=O)N1c2ccccc2NC2=C(C(=O)CCC2)C1c1ccc(C)cc1 (stereo not drawn) | 0.4 | -3 | 1.6 | 6 |
| Brc1ccc(Oc2nc(N3CCOCC3)nc(N3CCOCC3)n2)cc1 | 0.6 | 16 | -0.6 | -4 |
| Cc1cc(/C=C2/NC(=O)NC2=O)c(C)n1-c1ccc(Cl)cc1 | -0.1 | 4 | -0.7 | 9 |
| CCN(CC)CCn1c(=S)[nH]c2cc(C(=O)NCc3ccccn3)ccc2c1=O | 0.2 | -19 | -1.2 | -3 |
| COc1cc(CNCc2ccccc2)c(Cl)cc1OCCO | -0.1 | 5 | 0.1 | 8 |
| COc1ccc(NC(=O)CC2C(=O)N(C)C(=S)N2Cc2ccc(OC)c(OC)c2)cc1 (stereo not drawn) | -0.1 | 12 | 0.5 | -6 |
| CN(C)Cc1c(C(=O)N/N=C/c2cccc(C(F)(F)F)c2)nnn1-c1nonc1N | 0.0 | -1 | 0.5 | 5 |
| O=C(NC1CCCCCC1)c1cnn2c(C(F)(F)F)cc(-c3ccccc3)nc12 | 0.1 | -34 | 0.2 | 9 |
| CCN=c1scc(-c2cc(OC)ccc2OC)n1/N=C/c1ccsc1 | -0.2 | 5 | 1.3 | 8 |
| CC(=O)c1cccc(NC(=O)N2CCC3(CC2)OCCO3)c1 | 0.0 | 0 | 0.0 | -2 |
| Cc1ccc(CN2CCN(C3CCN(C(C)C)CC3)C(CCO)C2)cc1C (stereo not drawn) | 0.0 | -1 | 2.5 | 3 |
| COc1ccc(Nc2oc(-c3ccc(F)cc3)nc2C#N)cc1 | 0.1 | -58 | 1.3 | -14 |
| O=C1CC(N2CCN(C3CCCCC3)CC2)C(=O)N1c1ccc(Cl)cc1 (stereo not drawn) | 0.1 | -7 | 6.8* | -15 |

(list continues)
Letter code: A = FBW7 act; B = TEAD-YAP inh; C = GPR151 activ; D = MITF inh
> CCOc1ccc(CN2CCN(Cc3ccc4nsnc4c3)CC2CCO)cc1 (stereo not drawn)
  A = 0.1; B = -5; C = -0.8; D = 15
> CC(=O)c1ccc(N2CCN(C(=S)NCC3CCCO3)CC2)cc1 (stereo not drawn)
  A = 0.0; B = -2; C = 1.3; D = 6
> CCOC(=O)c1c(C)[nH]c(C(=O)NNC(=O)c2ccc(C(C)(C)C)cc2)c1C
  A = 0.1; B = 1; C = -0.9; D = 0
> COc1ccccc1CNC(=O)CCc1c(C)nc2cc(-c3ccccc3OC)nn2c1C
  A = -0.1; B = -4; C = 0.7; D = -18
> COc1cccc(OC)c1OCCN1CCNCC1
  A = -0.1; B = -7; C = 0.2; D = 3
> COc1ccc(C(=O)COc2ccc3oc(C)c(C(=O)OC(C)C)c3c2)cc1
  A = 0.0; B = -8; C = 1.0; D = 6
> O=C(NC1CCN(S(=O)(=O)c2ccc(F)cc2)CC1)c1ccco1
  A = 0.1; B = -1; C = -0.3; D = -12
> Cn1c(=NC(=O)c2ccc(F)c(F)c2)sc2cc([N+](=O)[O-])ccc21
  A = -0.1; B = 2; C = -0.2; D = -1
> Cc1cccc(NC(=O)NNC(=O)c2cc3occc3[nH]2)c1C
  A = -0.1; B = 2; C = 0.1; D = -1
> Cc1cc(Br)ccc1NC(=O)c1ccc(Br)cc1
  A = 0.0; B = -50; C = 0.3; D = -3
> COc1cc(Nc2nc(Nc3ccccn3)nc3c2ncn3C2CCCCC2)cc(OC)c1OC
  A = 0.3; B = 10; C = 0.5; D = 7
> Cc1cc(Cl)ccc1NC(=S)N1CCN(C(=O)C2CCCO2)CC1 (stereo not drawn)
  A = 0.0; B = -5; C = -1.0; D = -5
> Cc1ccnc(NS(=O)(=O)c2ccc(NC(=O)/C=C/c3cccc([N+](=O)[O-])c3)cc2)n1
  A = -0.1; B = 1; C = -0.4; D = 0
> COc1ccc2nc(NC(=O)c3ccc(S(=O)(=O)N4CCCC4)cc3)sc2c1
  A = -0.3; B = -8; C = -0.8; D = -2
> COc1cc(/C=c2/sc3nc4ccccc4n3c2=O)cc2sc(=O)oc12
  A = 0.0; B = 4; C = -0.4; D = -5
> CN(C)c1ccc(NC(=O)CCCC(=O)O)cc1
  A = 0.5; B = -10; C = 1.7; D = 16
> Cc1ccc(CNC(=O)CSc2nc3ccccc3c3nc(CCc4c[nH]c5ccccc45)nn23)cc1
  A = 0.3; B = 5; C = -0.1; D = 16
> Cc1cc(NS(=O)(=O)c2ccc(NS(=O)(=O)c3ccc(F)c(F)c3)cc2)no1
  A = 0.0; B = 2; C = 1.1; D = -2
> CC(C)[C@@H](Cn1nc(-c2cccs2)ccc1=O)NC(=O)c1cscn1
  A = 0.1; B = -3; C = 3.5; D = 15
> CC(=O)NS(=O)(=O)c1ccc(C)cc1
  A = 0.2; B = -3; C = 0.5; D = 2
> CCCN(CC1CC1)C(=S)NC(=O)C1(C)CC1(Cl)Cl (stereo not drawn)
  A = -0.2; B = -1; C = -1.3; D = -1
> COc1cc(-c2cnc3ccc(NCc4ccc(S(N)(=O)=O)cc4)nn23)ccc1O
  A = 0.2; B = -7; C = -1.6; D = 23
> CC(C)N(C(=O)CSc1nnc(NC(=O)c2ccccc2F)s1)C(C)C
  A = -0.1; B = -41; C = -0.4; D = 1
> O=S(=O)(/N=C(\c1ccc(F)cc1)N1CCCCCC1)c1ccccc1
  A = 0.3; B = -3; C = 1.2; D = 20
> CCOC(=O)c1csc(NC(=O)CC)n1
  A = 0.1; B = -5; C = 1.1; D = 1
> O=C(Nc1cc(Cl)ccc1C(=O)O)c1ccco1
  A = 0.1; B = 5; C = -0.4; D = 15
> COc1cc(-c2nc(C=Nc3ccc(Br)cc3Br)c(O)o2)cc(OC)c1OC
  A = 0.1; B = 12; C = -1.2; D = 1
> COc1ccc(/C=C/C2=NC(=C/c3cc(OC)c(OC)c(OC)c3)/C(=O)O2)cc1
  A = 0.0; B = -3; C = -0.6; D = -3
> COC(OC)C1(C)C(C#N)=C(N)Oc2c1c(=O)oc1ccccc21 (stereo not drawn)
  A = -0.1; B = -6; C = -0.9; D = -12
> COCCCNC(=O)/C(C)=C/c1ccccc1
  A = 0.0; B = -34; C = 0.2; D = 13
> Fc1ccccc1C1C=C(c2ccccc2OC(F)F)Nc2nnnn21 (stereo not drawn)
  A = -0.1; B = 2; C = -0.5; D = -5
> O=C1CCCC=C1C(O)c1ccc([N+](=O)[O-])cc1 (stereo not drawn)
  A = 0.5; B = .; C = -2.8; D = -6
> CC1=NS(=O)(=O)c2ccccc2N1
  A = 0.0; B = 0; C = 0.0; D = -8
> COc1ccc(C(C)=O)cc1COc1ccccc1C(N)=O
  A = 0.0; B = -8; C = -1.5; D = 11
> CNC(=O)c1ccccc1Nc1cc(Nc2ccc(N3CCS(=O)CC3)cc2OC)ncc1C#N
  A = -0.1; B = -4; C = -0.6; D = 7
> CCOC(=O)C1CCN(c2nc(C)nc3c2CN(Cc2cccnc2)CC3)CC1
  A = -0.2; B = 15; C = 0.9; D = 0
> COC(=O)c1cccc(CC2(C)C(=O)Nc3cccc(Cl)c32)c1 (stereo not drawn)
  A = 0.5; B = -5; C = -1.1; D = 18
> COc1ccc(C)cc1Nc1n[nH]c(=S)s1
  A = 0.0; B = -2; C = -1.0; D = 11
> COCCN1C(=O)c2ccc(C(=O)c3ccc4c(c3)C(=O)N(CCOC)C4=O)cc2C1=O
  A = 0.1; B = 7; C = -1.1; D = 5
> NC(=O)c1ccccc1NC(=O)c1ccc(Cl)cc1
  A = -0.1; B = -53; C = -1.3; D = 4
